Bioassay records: PubChem BioAssay, The Scripps Research Institute Molecular Screening Center
CHRM4 antagonist – human M4 muscarinic receptor antagonists, primary screen, CHO cells, Fluo-8 calcium fluorescence; CHO-hM4 cells, ACh EC80; actives 0.73% (n = 360,000); Muscarinic acetylcholine receptor M4 (Homo sapiens), P08173; inhibition, % at 3 µM; AID 624125, 2012;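 active means inhibition above its plate's cutoff, the mean inhibition of sample wells plus 3 SD, cut at about 27% in these data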;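 further: 0% = acetylcholine EC80 with DMSO and 100% = DMSO without agonist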
Target sequence (P08173 whole entry, looked up): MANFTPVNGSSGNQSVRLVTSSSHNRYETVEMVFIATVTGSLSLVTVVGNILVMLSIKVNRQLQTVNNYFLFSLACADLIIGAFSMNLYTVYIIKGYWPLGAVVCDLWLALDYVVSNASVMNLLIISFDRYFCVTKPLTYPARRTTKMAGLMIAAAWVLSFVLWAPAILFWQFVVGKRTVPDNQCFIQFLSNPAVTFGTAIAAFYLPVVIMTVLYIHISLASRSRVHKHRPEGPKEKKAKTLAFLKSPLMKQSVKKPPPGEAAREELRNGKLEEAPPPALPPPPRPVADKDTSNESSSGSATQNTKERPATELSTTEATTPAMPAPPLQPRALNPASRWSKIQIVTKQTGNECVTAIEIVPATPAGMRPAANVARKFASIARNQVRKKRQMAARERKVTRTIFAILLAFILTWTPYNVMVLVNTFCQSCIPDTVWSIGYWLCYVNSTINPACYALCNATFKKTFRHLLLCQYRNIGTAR
OXTR potentiator – human OXTR potentiators, primary screen, fluorescence, CHO-OTR cells, Fluo-8 calcium | Oxytocin receptor (Homo sapiens), P30559 | Fluo-8 calcium fluorescence, potentiator mode; 0% = oxytocin EC15, 100% = EC100 | activation, % at 3 µM | actives 0.061% (n = 320,000) | AID 2445, 2010;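 active means activation above that plate's cutoff, the mean activation of tested compounds plus 3 SD, cut at about 6.6% in these data, passing the limit was not always enough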;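 further: 100% uses oxytocin at 75 nM as the full agonist control; some results filed as inactive read as strong as hits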
Target sequence (P30559 whole entry, looked up): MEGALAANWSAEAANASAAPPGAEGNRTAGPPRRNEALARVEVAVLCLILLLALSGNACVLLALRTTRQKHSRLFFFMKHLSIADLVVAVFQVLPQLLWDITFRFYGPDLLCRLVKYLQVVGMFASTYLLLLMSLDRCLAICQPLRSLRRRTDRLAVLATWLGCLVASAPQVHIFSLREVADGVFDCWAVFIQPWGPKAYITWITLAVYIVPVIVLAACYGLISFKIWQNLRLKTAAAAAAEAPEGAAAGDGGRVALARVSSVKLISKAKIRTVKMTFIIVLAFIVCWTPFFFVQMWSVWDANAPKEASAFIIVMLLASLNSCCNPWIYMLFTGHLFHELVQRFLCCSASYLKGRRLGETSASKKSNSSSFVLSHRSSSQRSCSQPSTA
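Assay system: CHO-OTR cells, human receptor / Also added: oxytocin at about EC15, sub-maximal agonist stimulus / Dosing: single dose, 3.0 µM nominal final compound concentration / Incubation: 6 min pre-incubation, 100 s read / Technique: Fluo-8 calcium dye fluorescence / Read-out: % activation vs EC15 and EC100 oxytocin / Benchmarks: EC15 oxytocin low, 75 nM oxytocin high / Replicates: singlicate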
M1 PAM – human M1 muscarinic receptor positive allosteric modulators, primary screen, CHO-K1 cells, Fluo-8 calcium fluorescence, 1536-well | Muscarinic acetylcholine receptor M1 (Homo sapiens), P11229 | CHO-K1 hM1, ACh EC20; 0% = ACh EC20, 100% = maximal ACh | activation, % at 3 µM | actives 0.088% (n = 360,000) | AID 588819, 2011; in the data active means activation above about 19%, passing the limit was not always enough
CHO-K1 Ca antag – nonselective inhibitor or artifact in parental CHO-K1 cells; ATP-induced calcium, Fluo-8 fluorescence; inhibition, % at 3 µM; actives 0.6% (n = 360,000);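 active means inhibition above a per-plate cutoff, the plate's mean sample inhibition plus 3 SD, cut at about 24% in these data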;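 further: 0% = DMSO plus EC80 ATP and 100% = DMSO alone without ATP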
CHRM1 antagonist – human M1 muscarinic receptor antagonists, primary screen, CHO-K1 cells, Fluo-8 calcium fluorescence, 1536-well; CHO-K1 hM1, ACh EC80 antagonist; Muscarinic acetylcholine receptor M1 (Homo sapiens), P11229; inhibition, % at 3 µM; actives 1.3% (n = 360,000);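 active means percent inhibition above its own plate's cutoff, namely the mean of that plate's compound wells plus 3 SD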;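 further: peak over basal fluorescence ratio during 140 s after agonist addition; 0% = ACh EC80 plus DMSO and 100% = DMSO alone without agonist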
CHO parental Ca – ATP-evoked calcium signal inhibitors, parental CHO, primary screen, counter-screen for OX1R antagonist project, cell-based, fluorescence, Fluo-8 calcium dye; actives 0.63% (n = 330,000); parental CHO-K1, ATP-induced calcium, Fluo-8 fluorescence; inhibition, % at 5.6 µM;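 active means inhibition above that plate's mean sample inhibition plus 3 SD, cut at about 26% in these data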;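 further: 0% = ATP-challenged DMSO wells and 100% = DMSO wells without ATP; some compounds past the cut are filed as inactive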
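Test system: untransfected parental CHO cell line. Compound: one dose, 5.6 µM nominal. Detection: intracellular calcium via Fluo-8 no-wash fluorescent dye. Measure: % inhibition. Benchmarks: ATP-challenged DMSO wells low, unchallenged DMSO wells high.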
CHO-K1 Ca ag – counter-screen for M1 agonists: effect in parental CHO-K1 cells; Fluo-8 calcium fluorescence; scaled to maximal ATP response, vehicle zero; activation, % at 3 µM; actives 0.48% (n = 360,000); AID 602248, 2012; in the data active means activation above about 15%;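 further: untransfected CHO-K1 host cells lacking M1 receptor as counterscreen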
CHRM1 agonist – human M1 muscarinic receptor agonists, primary screen, Fluo-8 calcium fluorescence, CHO-K1 cells, HTS. Muscarinic acetylcholine receptor M1 (Homo sapiens), P11229. CHO-K1 hM1, agonist mode; 0% DMSO, 100% acetylcholine EC100. activation, % at 3 µM. actives 0.33% (n = 360,000). AID 588814, 2011;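 active means activation above the run's mean compound activation plus 3 SD, cut at about 16% in these data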;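 further: peak over basal fluorescence ratio within a 140 s kinetic read after compound addition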
CHRM4 agonist – human M4 muscarinic receptor agonists, primary screen, CHO-K1 cells, Fluo-8 calcium fluorescence. activation, % at 3 µM. CHO-K1 hM4/Gqi5; vehicle 0%, full acetylcholine response 100%. Muscarinic acetylcholine receptor M4 (Homo sapiens), P08173. actives 0.14% (n = 360,000). AID 624127, 2012;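 active means activation above the run mean over all test wells plus 3 SD, cut at about 32% in these data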;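 further: peak over basal fluorescence ratio per well then scaled between controls; 0% = DMSO wells and 100% = acetylcholine at EC100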
The depositor's hits bear a star; x = no result given. No enrichment for hits (roughly 2.9% active in at least one column).

SMILES	CHRM1 antagonist	OXTR potentiator	CHO-K1 Ca ag	M1 PAM	CHO-K1 Ca antag	CHRM1 agonist	CHRM4 antagonist	CHO parental Ca	CHRM4 agonist
COc1cc(C2C3C(C)N(C)C(=O)N(C)C3N(C)C(=O)N2C)ccc1O (stereo not drawn)	0	-4	0.3	4	1	-3	7	2	0
CCOC(=O)N1CCN(C(=O)c2ccc(CS(=O)(=O)c3c(Cl)cccc3Cl)o2)CC1	-10	-7	0.8	3	-1	-6	5	-11	1
COc1ccc(/C=C(/NC(=O)c2ccccc2Cl)C(=O)O)cc1	-5	-12	0.5	12	-6	-7	15	0	0
CCOc1ccc(-c2nc(CSCC(=O)NC3CC3)c(C)o2)cc1	4	-4	1.4	4	-13	-1	-2	-18	4
O=C(Cn1nc2n(c1=O)-c1ccccc1SC2)N/N=C/c1ccncc1	-7	4	0.1	8	-2	-1	-2	-8	0
CC(C)c1ccc(OCC(=O)Nc2cccc3c2CCCC3)cc1	2	-5	0.1	-3	4	-6	1	-17	-1
CCOC(=O)C1C(=O)OC(C)(C)C1C(C)C(=O)c1ccc(C)cc1 (stereo not drawn)	7	-7	0.8	0	5	-5	8	-9	-1
O=C(Nc1cccc2ccccc12)NC1Cc2ccccc2C1	-2	-3	0.5	0	-1	-3	5	-4	0
Cn1nnc(NC(=S)NC(=O)c2ccccc2)n1	-20	-1	0.4	11	-14	-2	-7	0	0
Cc1cc(O)ccc1Nc1cc(-c2cccc(N)c2)ncn1	-5	x	0.3	-3	-14	-1	-25	x	1
Cc1cccc(NC(=O)CSCC(=O)Nc2ccc(N3CCOCC3)cc2N2CCOCC2)c1	0	x	0.6	6	-12	-4	6	x	1
COc1ccc(C(=O)C2CCCN(C(=O)c3cc4nc(C)cc(C)n4n3)C2)cc1F (stereo not drawn)	-5	-1	-0.3	8	3	-9	0	-1	1
CCOC(=O)C1CCCCN1C(=O)/C(=C/c1ccc(OC)cc1)c1ccc(OC)c(OC)c1 (stereo not drawn)	15	-11	2.9	-6	-10	-5	-4	-28	16
COc1ccc(N(C)S(=O)(=O)c2cccc(C(=O)Nc3cc(OC)ccc3OC)c2)cc1	-5	2	3.9	1	2	-10	-3	-21	6
CC1CC(=O)C2=C(C1)Nc1ccccc1N=C2 (stereo not drawn)	-6	0	0.8	6	2	-5	3	-4	3
COc1ccc(CNC(=O)Cc2ccc(OC)c(S(=O)(=O)N3CCOCC3)c2)cc1	-11	-2	0.2	7	-5	-3	-9	-11	3
CCc1ccc(Nc2cc(C)nc3nc(C)nn23)cc1	-22	-5	-0.5	20	-12	-11	-9	-18	-2
COc1ccccc1NS(=O)(=O)c1ccc(C)c(NC(=O)c2c(C)noc2C)c1	1	1	1.3	2	-12	-3	12	-19	4
O=C(O)CCc1ccc(-c2ccc(Cl)cc2)n1CC(=O)O	-8	-3	0.3	5	-27	-4	-11	-3	3
COC(=O)c1ccc2c(c1)C(=O)/C(=C/c1ccc(C)cc1)O2	-10	1	0.4	2	-9	-7	-1	-21	0
Cc1nc2c(C(=O)NCc3ccc4c(c3)OCO4)c[nH]n2c(=O)c1Cl	2	-1	0.0	0	-2	-2	5	-2	-1
O=S(=O)(c1ccc(NC(=S)Nc2ccccc2)cc1)N1CCOCC1	-8	2	0.7	9	-14	-9	-12	0	1
CC(C)(C)c1[nH]nc2c1C(c1ccccc1OC(=O)N1CCOCC1)C(C#N)=C(N)O2 (stereo not drawn)	-11	-2	0.6	9	-21	-3	-2	-11	0
Cc1nc(Oc2ccccc2)c2ccsc2n1	-2	-14	0.0	7	-22	-6	-2	1	1
CC(C)CN1CCN(Cc2cccn2-c2ccccn2)CC1CCO (stereo not drawn)	0	3	4.7	2	-5	-4	-6	-10	0
C[C@H]1CCC[C@@]2(O[C@@H](CCO)C[C@H](O)[C@H]2O)O1	-2	-3	0.3	7	-8	-2	2	-8	1
CC(=O)c1ccc2noc(-c3cccc(F)c3)c2c1	3	-18	0.2	7	3	-3	-10	-10	1
COC(=O)C1CCN(c2ccc([N+](=O)[O-])cc2)CC1	-6	-10	2.4	6	-12	-12	-3	-5	4
CCOC(=O)N1CCN(C(=S)NC(=O)/C=C/c2ccc(C)cc2)CC1	16	1	-1.0	-7	1	-5	13	-26	-3
Cc1ccc(NS(=O)(=O)c2cc(-c3cc(C)no3)ccc2C(C)C)nc1	21	-8	0.6	-9	-5	-4	5	7	1
O=C(c1ccccc1)c1nn(-c2ccccc2)c(=O)cc1-c1ccccc1	11	x	0.7	-4	-4	4	-17	x	2
O=C1CCc2cc(S(=O)(=O)Nc3ccc(F)cc3)cc3c2N1CC3	3	-8	11	2	4	1	-4	-15	10
CCOc1ccccc1NC(=O)/C(C#N)=C/c1c(C)nn(-c2ccccc2)c1Cl	-8	-11	2.1	4	-10	-10	-5	-30	1
CC(Oc1ccc(Br)cc1)C(=O)N(C)CC(=O)Nc1ccc(N2CCOCC2)cc1 (stereo not drawn)	-15	-3	0.3	11	0	-2	1	-13	3
CC1(C(=O)NS(=O)(=O)C2CC2)CCCN(C(=O)c2c(F)cccc2F)C1 (stereo not drawn)	-2	x	0.0	0	-7	1	-22	x	1
COc1ccc(CNC(=O)Cn2ccc3cc(S(=O)(=O)N4CCCC4)ccc32)cc1OC	1	-4	0.4	1	-13	-2	5	-3	3
COc1cccc2cc(C(=O)N3CCC(C)CC3)c(=O)oc12	-5	-6	-0.1	3	1	-4	0	-9	2
CC1Cc2cc(S(=O)(=O)N3CCC(C(=O)NCc4ccco4)CC3)ccc2N1C(=O)C1CCC1 (stereo not drawn)	-1	-11	3.3	2	-17	-2	-4	-4	2
CC1(C)C[C@H](O)[C@]2(CO)[C@H](O)C[C@]3(C)C(=CCC4[C@@]5(C)CC[C@H](O)C(C)(C)C5CC[C@]43C)[C@@H]2C1 (stereo partly drawn)	-7	-1	0.3	7	-1	1	14	-6	2
CCc1cc(=O)oc2c3c(cc(OCC(=O)NCc4ccncc4)c12)OC(C)(C)CC3	-8	-3	1.9	2	-1	-7	-12	-18	6
COc1cc2oc(=O)cc(-c3ccc(-c4ccc(O)cc4)cc3)c2c(OC)c1OC	8	x	2.6	-9	-10	-3	-6	1	8
Cc1cc(O)c(NC(=O)c2cc([N+](=O)[O-])ccc2Cl)cc1C	3	-4	4.3	2	-11	-4	-6	-13	6
O=C(Nc1ccc(C#Cc2ccccc2)cc1)C1CC1	-11	0	0.9	14	-5	1	6	1	0
O=C(CC1SC(=Nc2ccccc2F)N(CCN2CCOCC2)C1=O)Nc1ccc(F)cc1F (stereo not drawn)	-2	-19	2.4	9	-6	-1	-5	-18	2
CCC1Sc2ccc(S(=O)(=O)CCC(=O)NCc3ccco3)cc2NC1=O (stereo not drawn)	-17	-7	3.7	12	-11	-2	-3	-14	3
CC(=O)c1ccc(N2CCN(C(=S)Nc3ccccc3F)CC2)cc1	1	-8	5.6	-5	-3	-2	-6	-5	8
Nn1c(SCC(=O)NC2CCCCC2)nnc1-c1ccccc1F	-4	-2	0.5	2	-9	0	1	-17	1
CNc1nc(Oc2ccc(C(=O)OC)cc2)nc(SC)n1	-5	-3	0.3	1	2	-2	2	-12	2
O=C(Nc1cccc(O)c1)C1CC(c2ccc(Cl)cc2)=NO1 (stereo not drawn)	21	1	-0.1	-8	17	0	-4	-6	2
CCOC1=C(C#N)CC2(CC1)c1ccccc1-c1ccccc12	26	x	1.4	-12	-2	0	11	x	10
O=C(NCCNC(=O)c1ccccc1)c1ccccc1	-21	-2	0.2	-1	-10	-2	-7	-12	1
Cc1cccn2c(=O)c(/C=N/O)c(NCc3ccccc3)nc12	-11	-14	2.1	8	-14	0	-2	-10	6
NC(=O)c1ccc(SCC(=O)OCC(=O)N2CCN(C(=O)c3ccco3)CC2)c([N+](=O)[O-])c1	1	-6	0.3	3	-8	-4	7	-8	0
CC(C)NC(=O)NC(=O)COC(=O)c1ncc(Cl)c(Cl)c1Cl	-10	-16	-0.7	9	-6	-1	-1	21	1
COc1cc(C(=O)NC2CCCC2)c(Br)c(OC)c1OC	-8	0	1.0	10	-10	-10	-9	-2	1
C=CCOc1ccc(CNc2nn[nH]n2)cc1	-9	-13	0.4	5	-12	-2	-4	-8	2
O=C(CSc1n[nH]c(=O)[nH]c1=O)c1ccccc1	6	5	-0.1	-5	-5	0	7	2	-1
COc1ccc(-c2cc(C(=O)O)no2)cc1	-3	-13	2.3	18	-3	-1	-3	-13	5
CC(C)(C)NC(=O)C(=O)NNC(=O)c1ccc(C(C)(C)C)cc1	-6	3	1.8	5	-6	0	-5	-5	2
CCN1CCN(C(c2ccccn2)c2c(NC(=O)c3ccccc3)sc(C)c2C)CC1 (stereo not drawn)	20	-15	11	-7	11	8	5	-20	1

Continuation.
SMILES	CHRM1 antagonist	OXTR potentiator	CHO-K1 Ca ag	M1 PAM	CHO-K1 Ca antag	CHRM1 agonist	CHRM4 antagonist	CHO parental Ca	CHRM4 agonist
Nc1cc(N2CCCC2)ccc1[N+](=O)[O-]	0	-8	1.8	8	-7	-4	-3	2	1
CC(=O)Nc1ccc(NCc2ccc(C)s2)cc1	-17	2	0.2	12	1	0	0	-6	0
COc1ccccc1NC(=O)N(Cc1ccco1)Cc1cc2ccc(C)c(C)c2[nH]c1=O	9	-12	1.8	-3	-7	-3	-7	-29	6
Cc1cn2c(nc1=O)OC1CC2OC1CO (stereo not drawn)	-22	-5	1.5	9	-13	-1	5	-1	0
CCN(C(=O)COC(=O)c1cc2ccccc2cc1OC)c1c(N)n(Cc2ccccc2)c(=O)[nH]c1=O	-2	x	-0.3	10	-14	-1	-13	x	1
Cc1cnc(NC(=O)CCN2C(=O)C3CCCCC3C2=O)s1 (stereo not drawn)	-1	-1	0.3	7	-10	-6	-1	-21	1
NC(=O)c1cc(NC(=O)c2ccc(NS(=O)(=O)c3cccs3)cc2)cc(C(N)=O)c1	-4	-1	0.0	2	-4	-3	3	-1	0
